Bioassay records as filed in PubChem.
Pf gametocyte: late stage P. falciparum gametocyte viability inhibitors, primary screen, ATP luminescence, HTS | hit rate 0.065% among 150,000 | AID 743093, 2013 | inhibition, % at 10.9 µM | P. falciparum stage V gametocytes, 24 h;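 active = inhibition above the mean plus 3 SD of compounds within the control limits, set per campaign, cut at about 38% in these data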;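 note: 0% = DMSO wells and 100% = medium only without gametocytes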
Numbers without * were called inactive. Some of the compounds tested; rates above refer to the full screens.

smiles	Pf gametocyte
O=C(N/N=C\c1ccccc1)c1cccc(C(=O)N/N=C\c2ccccc2)n1	-13
COc1cccc(-c2ncc3ccccc3c2COC(=O)N2CCCCC2)c1	-9
C[C@H](CO)N1C[C@H](C)[C@@H](CN(C)C(=O)Nc2ccccc2)Oc2ccc(NC(=O)c3ccncc3)cc2C1=O	-9
CCN1C(=O)c2cccc3c(Cl)ccc1c23	12
O=C(OCc1c(-c2ccccc2)ncc2ccccc12)c1ccc(F)cc1	3
O=C1CCN(Cc2ccc(O)cc2)CCN1CCO	5
COC(=O)Cc1ccc(NC(=S)N2CCN(c3ccccn3)CC2)cc1	8
COc1ccc(C(=O)NC2CCCN(Cc3ccc(Cl)cc3)C2)c(OC)c1 (configuration not stated)	-4
O=C(O)CCn1cc(-c2ccc(F)cc2)nc1-c1ccncc1	-35
Cc1ccccc1N1CCN(CC(=O)Nc2nc(C)c(C(=O)N(C)C)s2)CC1	2
C[C@H]1CN([C@@H](C)CO)C(=O)Cc2cc(NC(=O)Nc3ccccc3)ccc2O[C@H]1CN(C)Cc1ccccc1	6
CC(C)(C)C(=O)CNS(=O)(=O)c1ccc(S(=O)(=O)NC2CC2)cc1	11

2 entries from above, with each value named:
> C[C@H](CO)N1C[C@H](C)[C@@H](CN(C)C(=O)Nc2ccccc2)Oc2ccc(NC(=O)c3ccncc3)cc2C1=O
  Pf gametocyte: -9
> CCN1C(=O)c2cccc3c(Cl)ccc1c23
  Pf gametocyte: 12

(cont.)
smiles	Pf gametocyte
COc1ccc2sc(-c3ccccc3OC)c(C#CC(C)(C)O)c2c1	14
O=C(Nc1ccc(-c2n[nH]c(=S)o2)cc1)c1ccccc1Br	1
Cn1c2ccccc2c(=O)c2cc(C#Cc3ccccn3)ccc21	-12
O=C(c1cccc(F)c1)N1CCN(Cc2ccc3c(c2)OCO3)CC1	0
CCCN1C2CCCC1CC(NC(=O)c1ccc(Br)cc1)C2 (configuration not stated)	-5
Cc1nc2c(nnn2Cc2ccccc2Cl)c(=O)[nH]1	11
CCCCCCCNC(=O)C1(CC2CC(c3ccccc3)=NO2)CCN(C(=O)c2ccccc2)CC1 (configuration not stated)	4
C=CC[C@H](CC(=O)N(CCO)Cc1ccccc1)C(=O)NC[C@H](OC(=O)[C@@H](CC=C)Cc1ccc(F)cc1)c1ccccc1	0
COc1ccccc1N1CCN(C(=S)Nc2ccc(F)cc2)CC1	14
C[C@@H]1COC(=O)[C@H](Cc2ccc(F)cc2)CC/C=C\C[C@@H](CC(=O)NCCO)C(=O)N1	0
O=C(NCCN1CCN(c2ccc([N+](=O)[O-])cc2)CC1)NCc1ccccc1	1
COc1ccc(Cl)cc1C(=O)Nc1cccc2ncccc12	10

Molecules shown so far that contain four or more nitrogen atoms, in the order listed:
smiles	Pf gametocyte
O=C(N/N=C\c1ccccc1)c1cccc(C(=O)N/N=C\c2ccccc2)n1	-13
C[C@H](CO)N1C[C@H](C)[C@@H](CN(C)C(=O)Nc2ccccc2)Oc2ccc(NC(=O)c3ccncc3)cc2C1=O	-9
COC(=O)Cc1ccc(NC(=S)N2CCN(c3ccccn3)CC2)cc1	8
Cc1ccccc1N1CCN(CC(=O)Nc2nc(C)c(C(=O)N(C)C)s2)CC1	2
C[C@H]1CN([C@@H](C)CO)C(=O)Cc2cc(NC(=O)Nc3ccccc3)ccc2O[C@H]1CN(C)Cc1ccccc1	6
Cc1nc2c(nnn2Cc2ccccc2Cl)c(=O)[nH]1	11
O=C(NCCN1CCN(c2ccc([N+](=O)[O-])cc2)CC1)NCc1ccccc1	1

Next results.
smiles	Pf gametocyte
O=C(C1COc2ccccc2O1)N1CCN(Cc2ccccc2)CC1 (configuration not stated)	1
CN(Cc1ccccc1)C(=O)Cc1ccccc1	27
CCC(C(=O)O)n1nnc(-c2ccc(OCc3ccccc3)c(OC)c2)n1 (configuration not stated)	-7
CC1(C)Cc2c(C#N)c(SCC(=O)O)nc(N3CCOCC3)c2CO1	-11
Cc1cc(C)nc(N2CCC(C(=O)NC3CCCCCC3)CC2)n1	-9
CC(C)(C)OC(=O)C[C@@H]1C/C=C\C[C@H](CC(=O)N(CCO)Cc2ccccc2)C(=O)N[C@H](Cc2ccccc2)COC1=O	-31
COc1ccc([C@H]2CC(=O)C=C(c3ccc(Oc4ccccc4)cc3)C2)cc1OC	2
O=C1NC[C@@H](c2ccccc2)OC(=O)[C@H](Cc2ccc(F)cc2)C/C=C\C[C@H]1CC(=O)N(CCO)Cc1ccccc1	21
Cc1ccc(-c2csc(N3CCC[C@@H]3C(=O)NCCn3c(C(F)(F)F)nc4ccccc43)n2)cc1	14
Cc1c(-n2c(CN3C(=O)c4ccccc4C3=O)nc3ccccc3c2=O)c(=O)n(-c2ccccc2)n1C	0
COc1ccc(CCN(C)C2CCCN(S(=O)(=O)c3ccc(C)cc3)C2)cc1OC (configuration not stated)	-8
Cc1cc(C)cc(Oc2coc3cc(O)ccc3c2=O)c1	17
CC(C)c1ccc(OCC(=O)NCc2ccccc2)cc1	2
Cc1ccc(CN2C(=O)C(CC(C)C)Nc3ncnc(N4CCN(c5ccccn5)CC4)c32)cc1 (configuration not stated)	0
O=S1(=O)N[C@H](c2ccccc2)C[C@H](c2ccc(C(F)(F)F)cc2)O1	3
CSc1ccc(S(=O)(=O)NC2CC2)cc1	-15
Cn1c(=O)c2c(nc(NCCCN3CCOCC3)n2Cc2cccc(Cl)c2)n(C)c1=O	-10
COc1ccccc1C(=O)NNC(=O)c1ccc2ccccc2c1	-25
COc1cc(Br)cc(C(c2c(C)n(C)n(-c3ccccc3)c2=O)c2c(C)n(C)n(-c3ccccc3)c2=O)c1O	-3
CCOn1c(=O)c(-c2cc(OC)ccc2OC)[n+]([O-])c2ccccc21	1
COc1ccc(-n2c3c(cc(C(=O)Nc4ccc(C)cc4)c2=O)C(=O)CCC3)cc1	-22
O=C(Nc1ccccc1Cl)c1ccc([N+](=O)[O-])o1	8
Cc1ccc(NC(=O)c2nc[nH]c2C(=O)N2CCN(C(=O)OC(C)(C)C)CC2)cc1	2
N#Cc1ccc[n+](CC(=O)c2ccc(Cl)cc2)c1	-15
CCOc1ccccc1C1NC(=O)c2ccccc2O1 (configuration not stated)	14
Brc1ccc(COc2cccc3cccnc23)cc1	1
CC(C)C(NC(=O)/C(=C\c1ccco1)NC(=O)c1ccco1)C(=O)O (configuration not stated)	-8
CN1CCC(=O)N(CCOc2ccccc2)CC1	-2
Cc1ccc(C)c(NC(=O)NCCN2CCCCC2)c1	-11
Cc1nc2ccc(Br)cc2c(=O)n1Cc1cccs1	-4
O=C(Cc1ccc(F)cc1)N1CCN(c2ccc([N+](=O)[O-])cc2)CC1	-20
C=CCN(c1nc(C)cc(OC)n1)S(=O)(=O)c1ccc(C)cc1	-3
Cc1cc(C(=O)O)ccc1NCc1ccncc1	-16
COc1ccc(NC(=O)[C@@H]2CC=C[C@@H]3CCN(Cc4ccccc4)C(=O)[C@@H]32)cc1	-13
Cc1cccc(NC(=O)N2CCCC2C(=O)NCc2ccccc2)c1 (configuration not stated)	-14
Cc1cccc(C)c1NC(=O)C1C2C=CC(C2)C1C(=O)O (configuration not stated)	-3
O=C(CC(=O)c1ccccc1)Nc1ccccn1	-9
O=C(c1cccs1)N1CCN(c2ccc(Cl)cc2)CC1	12
OCCNc1nc(N2CCN(c3ccccc3)CC2)nc2ccccc12	-14
CCN(CC)CCOC(=O)c1ccc(N=CC2=C(O)CC(C)(C)CC2=O)cc1	0
CC(C)Oc1ccccc1/C=N/n1nnnc1N	19
O=C(c1ccc2c(c1)OCO2)N1CCN(CCN2C(=O)c3cccc4cccc(c34)C2=O)CC1	-1
CC(C)CC1NC(C(=O)O)Cc2c1[nH]c1ccccc21 (configuration not stated)	-3
CCCCCCCNC(=O)C1(CC2CC(c3cccc(Br)c3)=NO2)CCN(C(=O)CCCCCBr)CC1 (configuration not stated)	0
CCOC(=O)C1=C(C)NC(C)=C(C(=O)OCC)C1c1nc2ccccc2[nH]1	-9
COc1ccc([C@H]2CC(=O)C=C(c3ccc(Cl)c(F)c3)C2)cc1	5
O=C(Nc1ccc(S(=O)(=O)Nc2ncccn2)cc1)c1ccc(Cl)c([N+](=O)[O-])c1	26
Cc1ccc(S(=O)(=O)N2CC(=O)N3CCN(CCN)C3C2)cc1 (configuration not stated)	2
COc1cc(CO)c(OC)c([N+](=O)[O-])c1	-1
c1ccc(-c2cnc(-c3ccccn3)nn2)cc1	13
c1ccc2[nH]c(CCCc3nc4ccccc4[nH]3)nc2c1	-1
OC1(C#CCN2CCCC2)CCCCC1	-2
O=C1C=C(c2cc3ccccc3s2)C[C@@H](c2ccc(Cl)cc2)C1	-3
CCCCn1c2nc3ccccc3nc2c2c(=O)n(CC(C)C)cnc21	-19
NC(=O)CC(NC(=O)Cc1cccc2ccccc12)c1ccc(N2CCCCCCC2)c([N+](=O)[O-])c1 (configuration not stated)	-17
CC(=O)N(C)c1ccc(N=Nc2c(C)[nH]n(-c3ccccc3)c2=O)cc1	5
CC(C)=CCC[C@](C)(OC1OC(COC2OCC(O)C(O)C2O)C(O)C(O)C1O)C1CC[C@]2(C)C1C(O)CC1[C@@]3(C)CCC(O[C@@H]4O[C@H](CO)C(O)C(O)C4O[C@@H]4OC(CO)C(O)C(O)C4O)C(C)(C)C3CC[C@]12C (some centres not stated)	1
CCOC(=O)[C@H]1[C@H]2COc3ccc(Br)cc3[C@@H]2N2C(=O)CN(Cc3ccc(OC)cc3)C(=O)[C@@]12C	-12
Cn1cc(C(=O)C(=O)NCCc2ccccc2)c2ccccc21	10
O=C(O)C1(c2ccccc2)CCN(S(=O)(=O)c2ccc(Cl)cc2)CC1	24

Later entries:
smiles	Pf gametocyte
CCSc1ccc([C@@H]2[C@@H]3C(=O)N(C)C(=O)[C@@H]3[C@]3(C(=O)OC)CCCCN23)cc1OC	4
O=C([O-])c1cc(-c2ccccc2)cc(-c2ccccc2)[n+]1Cc1ccccc1	-7
CN(Cc1ccccc1)C(=O)Nc1ccc(Cl)cc1	-3
CCOc1ccc(C)cc1S(=O)(=O)n1cnc2ccccc21	-13
OCC1=C[C@@H](O)C2C=CO[C@@H](O[C@@H]3O[C@H](CO)[C@@H](O)[C@H](O)[C@H]3O)C12 (some centres not stated)	5
NCCCCCc1cn(CC(=O)NCCCCCCCCCCC(=O)N2CCNCC2)nn1	31
CCOC(=O)c1[nH]c(C)c(/C(C)=N\O)c1C	10
CCOC(=O)C1(Cc2ccccc2C)CCCN(C(=O)CN2CCCCC2=O)C1 (configuration not stated)	-4
COCCNC(=S)N(CCO)Cc1cc2cc3c(cc2[nH]c1=O)OCCO3	-24
Cc1cc(NC(=O)c2cccc(Br)c2)no1	-8
CCSc1cc(N2CCCC2)nc(-c2ccc(Cl)cc2)n1	-14
c1ccc(Cc2nnc3sc(-c4ccc5c(c4)OCO5)nn23)cc1	-8

Individual results from the results shown.
Cc1ccc(CN2C(=O)C(CC(C)C)Nc3ncnc(N4CCN(c5ccccn5)CC4)c32)cc1 (configuration not stated) – Pf gametocyte: 0
OCCNc1nc(N2CCN(c3ccccc3)CC2)nc2ccccc12 – Pf gametocyte: -14
CN(Cc1ccccc1)C(=O)Cc1ccccc1 – Pf gametocyte: 27
O=C(Cc1ccc(F)cc1)N1CCN(c2ccc([N+](=O)[O-])cc2)CC1 – Pf gametocyte: -20
NC(=O)CC(NC(=O)Cc1cccc2ccccc12)c1ccc(N2CCCCCCC2)c([N+](=O)[O-])c1 (configuration not stated) – Pf gametocyte: -17

The listing continues.
smiles	Pf gametocyte
Cc1cc(NC(=O)c2cccc(Br)c2)n[nH]1	20
Cc1cccnc1Nc1nc(-c2ccc(F)cc2)cs1	-8
Cc1ccc(N2CCN(S(=O)(=O)c3ccc(C)cc3)CC2)cc1	23
O=C(O)c1cccc(NC(=O)c2ccc(CN3C(=O)c4ccccc4C3=O)cc2)c1	-1
Cc1cc(/C=C2\SC(=S)N(C)C2=O)c(C)n1-c1ccccc1O	-21
O=C(COc1ccc(Br)cc1)NCCN1CCCC1	4
Cc1cc(NC(=O)CCC(=O)N(CC2CCCO2)C(C(=O)NC2CCCC2)c2ccccc2C)no1 (configuration not stated)	17
COC(=O)c1ccc(NC(=S)N2CCN(CCO)CC2)cc1	15
O=C1C=C(c2cccc(Br)c2)C[C@@H](c2ccc3c(c2)OCO3)C1	-19
CN(C)CC[n+]1ccc(C(=O)c2ccccc2)cc1	-23
OCCN(CC#CC(O)(c1ccccc1)C1CCCCC1)CCO (configuration not stated)	-32
COc1ccccc1N1CCN(CCCN2CC(=O)N3CCCCC3C2=O)CC1 (configuration not stated)	8
CCOc1ccccc1NC(=S)N1CCN(c2ccccc2F)CC1	-2
COc1ccc(OC)c(N(CC(=O)Nc2cccc3ccccc23)S(C)(=O)=O)c1	-4
CCN1C(=O)N(CN2CCOCC2)C2C1N(CN1CCOCC1)C(=O)N2CC (configuration not stated)	2
O=C(O)c1cc(NC(=O)c2ccc(Br)cc2)cc(NC(=O)c2ccc(Br)cc2)c1	-8
Cc1ccc(Cn2c(C3CCCN3c3nc(-c4ccc(F)cc4)cs3)nc3cc(Cl)c(Cl)cc32)cc1 (configuration not stated)	-38
COc1cc(/C=C2/C(=O)N(c3ccc(C)c(C)c3)N=C2C)cc([N+](=O)[O-])c1O	-16
Cc1cc(OCCn2cncn2)ccc1[N+](=O)[O-]	-27
COC(=O)C(Cc1ccccc1)OS(N)(=O)=O (configuration not stated)	27
CC(C)(C)OC(=O)NCCCCCNC(=O)c1nc[nH]c1C(=O)NCc1ccccc1	-20
Cc1ccccc1NC(=S)NC(=O)/C=C/c1ccco1	-10
CSc1nc(NCCN(C)C)c2sc3nc(-c4ccco4)c4c(c3c2n1)CCC4	18
CCC(=C/c1sc2ccc3ccccc3c2[n+]1C)/C=C1\Sc2ccc3ccccc3c2N1C	-3
CCn1cc(C(=O)NC2CCCCCC2)c(=O)c2ccc(C)nc21	-15
CCN(CC)C(=O)c1ncn(C)c1C(=O)N(CC)CC	16
CC[N+](C)(CC)CCC(c1ccccc1)C1CCCCC1 (configuration not stated)	3
